Screening results: PubChem, National Center for Advancing Translational Sciences (NCATS)
HCMV antiviral: blocks human cytomegalovirus replication | activity change, negative = inhibition, % at 57.5 µM | AID 1259415 | 410,000 tested, 4.5% active | HFF cells, HCMV-luciferase reporter, 72 h; hits give low values; in the data active = activity change below about -60%; inconclusive = no clear call, values can overlap the other calls; inactive = above about -39%
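HFF cells seeded 16 h at 37C, treated with compounds, infected with luciferase-reporter HCMV at MOI 1 PFU/cell; luciferase read at 72 h post infection, normalized to buffer-only and Salinomycin controls.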
AmpC inh no detg: blocks E. coli AmpC beta-lactamase in detergent-free assay; P00811; AmpC nitrocefin hydrolysis, absorbance 480 nm, 0.0001% Triton; AID 485341; Potency, µM (top dose mostly 57.1 µM), for inactives: top-dose activity change, negative = inhibition, most hits filed as inhibitors; 330,000 tested, 0.52% active;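 note: potency is the fitted concentration of half-maximal effect; plate controls were no compound for no effect and no enzyme for full effect; nearly all actives have a fitted effect of over 20% in size; some results filed as inactive show a strong effect at the top dose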
Target sequence (P00811 whole entry, looked up): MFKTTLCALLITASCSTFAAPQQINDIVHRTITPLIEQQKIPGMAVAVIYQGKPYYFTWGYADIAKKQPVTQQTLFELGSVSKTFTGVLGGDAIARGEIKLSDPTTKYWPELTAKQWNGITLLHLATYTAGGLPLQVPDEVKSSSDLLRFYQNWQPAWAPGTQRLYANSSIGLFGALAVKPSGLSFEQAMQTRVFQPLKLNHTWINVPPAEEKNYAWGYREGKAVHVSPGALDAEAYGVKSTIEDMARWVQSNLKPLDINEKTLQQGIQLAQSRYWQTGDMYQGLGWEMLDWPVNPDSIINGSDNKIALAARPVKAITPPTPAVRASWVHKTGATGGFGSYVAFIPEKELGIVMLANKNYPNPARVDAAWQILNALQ
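AmpC (5.3 nM in the dispensed reagent) in 20 mM phosphate pH 7.0 with 0.01% (detergent screen) or 0.0001% Triton X-100 was preincubated with compounds for 15 min at room temperature. Nitrocefin was then added from an 800 uM solution, and hydrolysis was followed at 480 nm.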
Giardia FBPA inh: Giardia lamblia aldolase inhibition | Potency, µM (top dose mostly 59.6 µM), for the others: top-dose activity, negative = inhibition, usual class: inhibitors | 290,000 tested, 0.71% active | AID 2451 | A8B2U2 | purified Giardia FBPA; note: potency is the fitted concentration of half-maximal effect; nearly all actives have a fitted effect of over 55% in size
Target sequence (A8B2U2 whole entry, looked up): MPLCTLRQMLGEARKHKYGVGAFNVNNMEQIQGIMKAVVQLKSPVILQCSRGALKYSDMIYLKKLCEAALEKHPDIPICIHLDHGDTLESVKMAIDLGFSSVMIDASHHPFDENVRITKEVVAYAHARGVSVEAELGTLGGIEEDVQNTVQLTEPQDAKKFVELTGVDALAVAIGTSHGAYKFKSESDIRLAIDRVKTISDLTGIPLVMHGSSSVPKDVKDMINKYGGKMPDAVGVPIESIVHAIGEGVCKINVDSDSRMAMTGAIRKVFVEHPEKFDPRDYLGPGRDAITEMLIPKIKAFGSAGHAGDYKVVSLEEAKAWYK
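40 nM FBPA preincubated 10 min at RT with compound (up to 57.5 uM final), then substrate plus GAPDH/TPI/NAD/arsenate coupling and diaphorase/resazurin added. Fluorescence read after 20 min at RT, 525/598 nm.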
AMA1 RON2 block: AMA1-RON2 (P. falciparum) interaction inhibition. AlphaScreen AMA1-biotinylated RON2 peptide binding. 360,000 tested, 0.2% active. Potency, µM (doses to about 58.2 µM), for inactives: at the top dose activity change, negative = inhibition, usual class: inhibitors;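 note: potency is the fitted concentration of half-maximal effect; 0% = vehicle wells and -100% = peptide control; nearly all actives have a fitted effect of over 45% in size; some results filed as inactive show a strong effect at the top dose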
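AMA1 (3D7) with his tag at 25 nM final met compounds first, then biotinylated RON2 peptide at 25 nM; detection used donor plus acceptor beads, 10 µg/mL apiece, read by AlphaScreen after 30 min at room temperature.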
Sm TGR inh: S. mansoni TGR enzyme inhibition; purified TGR, DTNB reduction, TNB absorbance 405 nm; AID 485364; 360,000 tested, 3% active; Potency, µM (series often up to 114 µM), for the others: top-dose activity change, negative = inhibition, usual class: inhibitors; Q962Y6; note: potency is the fitted concentration of half-maximal effect; nearly all actives have a fitted effect of over 60% in size
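TGR 20 nM + NADPH 100 uM (dispensed conc.), cpd preinc 15 min RT; start with NADPH (500 uM addition) then DTNB (15 mM addition). Kinetic TNB absorbance, 405 nm filter. Four-parameter Hill fit across titration.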
AmpC inh detg: inhibitors of E. coli AmpC beta-lactamase with detergent | P00811 | Potency, µM (highest dose often 114 µM), for inactives: at the highest dose activity change, negative = inhibition, usual class: inhibitors | AmpC hydrolysis of nitrocefin, absorbance 480 nm, 0.01% Triton | 370,000 tested, 0.041% active;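 note: potency is the fitted concentration of half-maximal effect; 0% = no-compound wells and -100% = no-enzyme wells; nearly all actives have a fitted effect of over 25% in size; some results filed as inactive show a strong effect at the top dose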
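AmpC (5.3 nM in the dispensed reagent) in 20 mM phosphate pH 7.0 with 0.01% (detergent screen) or 0.0001% Triton X-100 was preincubated with compounds for 15 min at room temperature. Nitrocefin was then added from an 800 uM solution, and hydrolysis was followed at 480 nm.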
* = called active by the depositor; u = inconclusive; x = not tested or not shown; & = joins results of further samples; [ ] = another dose, or the depositor's remark. Unless noted, calls come from the whole dose curve; as a rule, active = well fitted curve in the direction sought with a large enough effect; inconclusive = small, poorly fitted or top-dose-only effect, or another doubt; inactive = no such curve, though single readings can be large; an effect the other way counts as inactive or inconclusive. Unless noted, % is set by controls: 0 for no effect and ±100 for the full control effect.

SMILES | HCMV antiviral | AmpC inh no detg | Giardia FBPA inh | AMA1 RON2 block | Sm TGR inh | AmpC inh detg
Cc1cccc(-n2nnnc2SCC(=O)NC2CCCC2)c1 | -24 | -11% | x | 0% | x | x
CCn1cc(CN2CCC(C(=O)Nc3cccc(-c4cccc(OC)c4)c3)CC2)cn1 | 10 | 1% | 1% | -6% | 8% | 1%
FC(F)(F)c1nnc(-c2ccccc2)nc1Sc1ccc(Cl)cc1 | 84 | -18% | -5% | 0% | u | u
Cc1cc(N2CCC(C)CC2)n2nc(C)c(-c3ccccc3)c2n1 | 22 | -15% | 14% | 12% | 0% | -10%
Cc1ccc(CCNC(=O)c2cc(C)nc3c2c(C)nn3-c2ccc(C)cc2)cc1 | 15 | x | x | x | 29% | -4%
CCC/C(=C1/c2ccccc2C(=O)N1c1ccccc1)c1ccc(O[C@@H]2CCCCO2)cc1 | 8 | -28% | x | -8% | x | x
COc1cc(C(=O)OC(C)C(=O)Nc2ccc3c(c2)OCCO3)cc(OC)c1OC (stereo unspecified) | 62 | -9% | x | -2% | x | x
CCOC(=O)c1ccc(NC(=O)CSc2nnc(-c3ccncc3)n2C)cc1 | -12 | -28% | 0% | -21% | 0% | -12%
Cc1ccc(NS(=O)(=O)c2ccc(-n3cccn3)cc2)cc1Cl | -33&-25 | x | x | -3% | 6% | 1%
COc1ccc(S(=O)(=O)c2cnc3ccccc3n2)cc1 | 44 | 0% | 14% | -13% | u | -7%
COc1cnc(-c2ccccn2)nc1Oc1ccccc1 | -31 | -7% | -24% | 59%[activator] | 1% | 5%
Cc1ccccc1C1CC(=O)NC2=C1C(=O)CCC2 (stereo unspecified) | -18 | -2% | 1% | 2% | -3% | u

Looked up by structure from above:
SMILES | HCMV antiviral | AmpC inh no detg | Giardia FBPA inh | AMA1 RON2 block | Sm TGR inh | AmpC inh detg
Cc1cccc(-n2nnnc2SCC(=O)NC2CCCC2)c1 | -24 | -11% | x | 0% | x | x
CCC/C(=C1/c2ccccc2C(=O)N1c1ccccc1)c1ccc(O[C@@H]2CCCCO2)cc1 | 8 | -28% | x | -8% | x | x
CCOC(=O)c1ccc(NC(=O)CSc2nnc(-c3ccncc3)n2C)cc1 | -12 | -28% | 0% | -21% | 0% | -12%

Following part
SMILES | HCMV antiviral | AmpC inh no detg | Giardia FBPA inh | AMA1 RON2 block | Sm TGR inh | AmpC inh detg
Cc1ccn2c(=O)c(NC(=O)c3cccc4ccccc34)c(C)nc2c1 | 6 | -7% | x | -1% | -1% | u
COc1ccc(C(=O)NCCS(=O)(=O)N2CCc3ccccc3C2)c(OC)c1 | -11 | 21% | x | 9% | 0% | 0%
O=C(c1ccco1)N1CCN(Cc2c(F)cccc2Cl)CC1 | 73 | 1% | 2% | 11% | -37% | -1%
Cc1c(C(=O)NCc2ccc(Cl)cc2)sc2nc3n(c(=O)c12)CCCCC3 | -20 | x | x | x | 35µM* | 2%
CCCC(=O)C1=C(O)C(C(=O)OC)C(C)(C)CC1=Nc1cccc([N+](=O)[O-])c1 (stereo unspecified) | -33 | 35% | 17% | 21% | -13% | -15%
Oc1ccc(-c2n[nH]c(=S)n2-c2ccc3c(c2)OCCO3)c(O)c1 | -101* | -15% | 0% | 54%[activator] | -6% | -8%
Cc1cc(O)cc(=O)n1CCc1ccccc1 | -2 | -11% | 1% | 10% | 17% | 4%
CCOC(=O)CN1C(=O)C(C)(C)Oc2ccc(C(=O)NC(C)(C)CC)cc21 | 13 | 10% | 7% | 2% | 1% | -11%
O=C(CCn1[nH]c(=O)c2ccccc2c1=O)NCCO | 7 | x | -19% | -10% | 4% | -7%
NCCCC(=O)N1c2ccccc2Sc2ccccc21 | 19 | 6% | -7% | -2% | 4% | u
NS(=O)(=O)c1ccc(CCNC(=O)c2cccc([N+](=O)[O-])c2)cc1 | -31 | -15% | 4% | 4% | x | 4%
COc1ccccc1OCC(=O)Nc1sc2c(c1C(N)=O)CCC2 | -3 | -29% | x | 0% | x | x
NNc1nc2c(-c3ccc(F)cc3)nnn2c2ccccc12 | 85 | 165%[activator] | u | 140%[activator] | 4% | u
O=C(OCC(=O)c1c[nH]c2ccccc12)c1ccco1 | 87 | -11% | 2% | -1% | -14% | -10%
CCOC(=O)c1sc2ccccc2c1S(=O)(=O)N1CCN(c2ccccc2)CC1 | -8 | x | x | x | 7% | -1%
COc1cc(CSC)nc(-c2ccccc2)n1 | -20 | -23% | 4% | u | 13% | 1%
Cc1csc(NC(=O)c2cccn2C)n1 | 78 | -17% | x | -9% | 1% | -3%
CSc1nc(C)c2c(c1C#N)CCCC2 | -10 | -18% | -6% | 11% | 9% | 10%
COc1cc(NC(=O)CSc2nnc3ccc(-c4ccncc4)nn23)cc(OC)c1 | 0 | -13% | -13% | -18% | -7% | 6%
CC(=O)c1c(C)[nH]c(C(=O)COC(=O)c2cc(C)oc2C)c1C | -6 | -13% | x | -6% | 21% | u
N/C(Cc1ccc(Cl)cc1)=N\OC(=O)c1cccc2ccccc12 | -19 | -20% | 8% | 12% | 15% | -10%
Cc1ccnc(NC(=S)NC(=O)/C=C/c2ccco2)c1 | 89 | -44% | u | 15% | 25µM* | 1%
O=C1NCCCC1C(=O)N1CCN(C(=O)C2CCCNC2=O)CC1 (stereo unspecified) | x | 0% | 10% | x | -3% | u
CN(C)CCCN(C(=O)c1ccc(S(=O)(=O)N2CCCCCC2)cc1)c1nc2ccc(Br)cc2s1 | -66* | 180%[activator] | -10% | -17% | -17% | -4%

Full records, quoted from the list. Order of screens: HCMV antiviral, AmpC inh no detg, Giardia FBPA inh, AMA1 RON2 block, Sm TGR inh, AmpC inh detg
Listed for CCOC(=O)c1sc2ccccc2c1S(=O)(=O)N1CCN(c2ccccc2)CC1 → -8, x, x, x, 7%, -1%
Listed for N/C(Cc1ccc(Cl)cc1)=N\OC(=O)c1cccc2ccccc12 → -19, -20%, 8%, 12%, 15%, -10%
Listed for CN(C)CCCN(C(=O)c1ccc(S(=O)(=O)N2CCCCCC2)cc1)c1nc2ccc(Br)cc2s1 → -66*, 180%[activator], -10%, -17%, -17%, -4%
Listed for CSc1nc(C)c2c(c1C#N)CCCC2 → -10, -18%, -6%, 11%, 9%, 10%
Listed for Cc1ccnc(NC(=S)NC(=O)/C=C/c2ccco2)c1 → 89, -44%, u, 15%, 25µM*, 1%

Remaining list, next part
SMILES | HCMV antiviral | AmpC inh no detg | Giardia FBPA inh | AMA1 RON2 block | Sm TGR inh | AmpC inh detg
O=C(CSc1nnc2ccccn12)c1ccc2c(c1)OCCO2 | 87 | 0% | 2% | -6% | -18% | u
Cc1ccc(S(=O)(=O)c2nc(S(C)(=O)=O)sc2N2CCCC2)cc1 | -24 | -14% | x | -8% | -18% | 6%
CSc1nnc(CNS(=O)(=O)c2ccc(Cl)cc2)n1C | -34 | -9% | -4% | 26% | x | 5%
COc1ccccc1-c1cc(N)n(S(=O)(=O)c2cccc3nsnc23)n1 | -24 | -23% | 0% | -11% | 2% | 2%
COc1cccc(/C=C2\C(=O)N(c3cccc(C)c3)C(=O)c3ccccc32)c1 | 19 | -21% | -14% | 26% | 0% | 9%
CCS(=O)(=O)N1CCC(C(=O)Nc2cccc(F)c2)CC1 | 34 | -5% | -7% | -2% | 2% | -2%
CCN(CC)c1nc2c(s1)C(=O)CC(C)(C)C2 | 42 | -8% | 0% | -10% | -12% | -22%
Cc1ccc(-n2ncc(C(=O)NCCN3CCCC3)c2C2CCN(C(=O)OC(C)(C)C)CC2)cc1C | 0 | x | x | x | -25% | 10%
O=[N+]([O-])c1ccc2[nH]cc(S(=O)(=O)N3CCN(c4cccc(Cl)c4)CC3)c2c1 | -28 | u | 6% | -10% | -3% | u
Cc1cc2ncn(C3CC(=O)N(Cc4ccc(N5CCCC5=O)cc4)C3=O)c2cc1C (stereo unspecified) | 10 | u | -1% | 1% | u | u
O=Cc1c(NCCc2ccc(F)cc2)c2ccccc2[nH]c1=O | -20 | -18% | 11% | -3% | 1% | u
c1ccc(SCCN2CCc3ccccc3C2)cc1 | 54 | -4% | 0% | 0% | -5% | -15%
COc1ccc(CCNC(=O)COC(=O)CCC(=O)c2ccc(F)cc2)cc1OC | -33 | 19% | 2% | -6% | -7% | 2%
O=[N+]([O-])c1cc(C(F)(F)F)cc([N+](=O)[O-])c1NCCCN1CCOCC1 | u | 4% | -8% | -7% | x | 5%
O=c1[nH]nc2n1CCCCC2 | 0 | -13% | 1% | -7% | 4% | u
CCC(=O)Nc1ccc(S(=O)(=O)Nc2c(NC)c3ccccc3oc2=O)cc1 | -6 | -15% | 4% | -10% | 3% | -1%
O=C(COc1ccccc1)Nc1nnc(S(=O)(=O)N2CCCCCC2)s1 | 46&2 | -29% | u | 4% | -2%&-3% | u
O=[N+]([O-])c1ccc(O)c(/C=N/Nc2nc3ccccc3[nH]2)c1 | -99* | -25% | -11% | 41%[activator] | 4% | u
O=C(Nc1c(C(=O)N2CCC(N3CCCCC3)CC2)oc2ccccc12)c1c(F)cccc1F | -2&-19 | 10% | 11% | 3% | -2%&-1% | -11%&3%
COc1ccc(CCC(=O)Nc2cc([N+](=O)[O-])ccc2OC)cc1 | 13 | -23% | -2% | -16% | -3% | -16%
Cc1ccc(O)c(N/C=C/C(=O)c2ccc(F)cc2)c1 | -32 | -42% | 0% | 83%[activator] | -14% | 5%
O=C(O[C@@H](C(=O)O)[C@@H](OC(=O)c1ccccc1)C(=O)O)c1ccccc1 | 21 | -16% | x | 9% | 0% | 4%
Cc1cccc(CC(=O)N2CCC(n3nccc3NC(=O)C3CC3)CC2)c1 | 5 | -4% | 0% | 8% | u | -17%
C=CCN(CC=C)C(=S)NC(=O)/C=C/c1ccc(C)cc1 | -17 | -9% | -23% | 63%[activator] | -1% | 6%
O=S(=O)(NCc1cn2ccccc2n1)c1cc(F)ccc1F | -33 | -10% | -10% | 4% | -23% | -7%
CCCc1nc2ccccc2n2c(-c3ccccc3)c3c(=O)n(C)c(=O)n(C)c3c12 | 106 | x | x | x | 6% | 9%
O=[N+]([O-])c1ccc(/C=N/N2CCN(c3ccncc3S(=O)(=O)N3CCCCC3)CC2)cc1 | -34 | -29% | 3% | 1% | 0% | u
COc1ccccc1C(=O)Nc1nc(-c2ccc(Br)cc2)ns1 | -23 | x | x | x | 8% | 0%
COc1ccc(NC(=O)Nc2cccc(-c3cn4cccnc4n3)c2)cc1 | 8 | x | x | x | -19% | -6%
CN(C)c1ccc(/C=C2/NC(=O)NC2=O)cc1 | 126 | -17% | -1% | -8% | -4% | -1%
CCOC(=O)N/N=C/c1cc(C)n(-c2ccccc2)c1C | 9 | -12% | -7% | 17% | -16% | 0%
